NPY-Y2 antag = blocks the human neuropeptide Y Y2 receptor; NPY-Y2 expressing cells, antagonist mode; 0.99% of 140,000 active; P49146; inhibition, % at 2.7 µM; AID 793; in the data active means inhibition above about 17%;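 further: 0% = vehicle with agonist challenge and 100% = reference antagonist with challenge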
Target sequence (P49146 whole entry, looked up): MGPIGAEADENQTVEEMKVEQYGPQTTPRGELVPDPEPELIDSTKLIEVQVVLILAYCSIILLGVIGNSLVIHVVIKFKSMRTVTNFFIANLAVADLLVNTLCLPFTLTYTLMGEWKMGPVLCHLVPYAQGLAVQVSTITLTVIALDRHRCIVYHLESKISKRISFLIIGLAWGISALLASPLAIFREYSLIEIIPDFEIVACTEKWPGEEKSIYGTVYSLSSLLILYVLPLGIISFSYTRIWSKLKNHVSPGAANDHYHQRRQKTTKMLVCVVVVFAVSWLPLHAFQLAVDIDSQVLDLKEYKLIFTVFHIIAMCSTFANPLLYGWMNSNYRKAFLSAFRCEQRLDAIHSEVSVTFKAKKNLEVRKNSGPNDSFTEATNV
bCat KO growth = beta-catenin-lacking colon tumor cell growth suppression; viability, % at 10 µM; 1.5% of 140,000 active; HCT116 beta-catenin knockout viability, CellTiter-Glo, 60 h; hits give low values;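 active means viability at or under a set limit, the compound median less 4 SD, cut at about 6% in these data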;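 further: 0% = Hyamine 1622 control at 20 µM and 100% = untreated cell control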
PTEN del growth = PTEN-deleted cell growth suppression; HCT116 PTEN-null viability, CellTiter-Glo, 60 h; hits give low values; viability, % at 10 µM; 1.2% of 140,000 active;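 active means viability at or below a set limit, 4 SD under the median of all tested compounds, cut at about 3.7% in these data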;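 further: PTEN knockout HCT116 line with beta catenin targeted HCT116 as companion control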
MRP1 act = activates MRP-1. H69AR cells + doxorubicin, viability rescue, CellTiter-Glo. 0.61% of 140,000 active. viability increase, % at 10 µM;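 active means viability gain under doxorubicin at or above a set limit, the compound median plus 3 SD, cut at about 4.7% in these data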;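 further: MRP-1 overexpressing cells given doxorubicin 25 µM after compound pretreatment; 18-22 h compound pretreatment then 72 h with doxorubicin before readout; 0% = doxorubicin-only wells and 100% = vehicle-treated cells without doxorubicin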
Phagocytosis inh = inhibitors of macrophage phagocytosis | J774A.1 macrophage IgG-bead phagocytosis, imaging | inhibition, % at 5 µM | AID 1029 | 0.07% of 110,000 active;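 active means inhibition above the mean of the plate negative controls plus 5 SD, cut at about 13% in these data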;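 further: phagocytic index as fraction of beads internalized from green versus red external bead signal; plate controls were DMSO negative control for no effect and cytochalasin-D positive control for full effect; some results beyond the cut were filed as inactive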
Yeast life ext = yeast lifespan extension. S. cerevisiae growth with nicotinamide, OD615; deaD strain in restrictive glucose medium. inhibition of the nicotinamide effect, % at 10 µM. 0.68% of 130,000 active. AID 775;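 active means inhibition above a set limit, placed 3 SD over the median of all compounds, cut at about 26% in these data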;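 further: 0% = nicotinamide-treated wells and 100% = cells grown without nicotinamide; some compounds called inactive have numbers as strong as hits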
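Test system – modified budding yeast, DeaD strain · Compound – single dose 10 µM compound, 0.25% DMSO · Times – culture preincubation 4 h, compound exposure 48 h, both 30 °C · Detection – optical density (absorbance) at 615 nm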
BB579 growth dn = chemicals that inhibit yeast BB579 growth in restrictive medium (lifespan-shortening candidates); S. cerevisiae BB579 growth, OD615, 48 h; inhibition, % at 10 µM; 0.51% of 140,000 active;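 active means inhibition above a set limit, 3 SD over the mean compound inhibition, cut at about 44% in these data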; further: inactives centre near -24
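System: Saccharomyces cerevisiae DeaD strain BB579, replicative lifespan model yeast | Buffer or medium: Restrictive glucose-based CSMM-D medium | Times: 4 h preincubation and 48 h exposure at 30 °C | Detection: OD615 turbidity measurement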
GALR2 blocker = antagonists of human galanin receptor 2 (GALR2). O43603. GALR2-expressing cells, antagonist mode. inhibition, % at 4 µM. 0.39% of 140,000 active; in the data active means inhibition above about 27%;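 further: cells stimulated with galanin 1-16 at roughly its EC80; 0% = agonist challenge control and 100% = basal control without agonist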
Target sequence (O43603 whole entry, looked up): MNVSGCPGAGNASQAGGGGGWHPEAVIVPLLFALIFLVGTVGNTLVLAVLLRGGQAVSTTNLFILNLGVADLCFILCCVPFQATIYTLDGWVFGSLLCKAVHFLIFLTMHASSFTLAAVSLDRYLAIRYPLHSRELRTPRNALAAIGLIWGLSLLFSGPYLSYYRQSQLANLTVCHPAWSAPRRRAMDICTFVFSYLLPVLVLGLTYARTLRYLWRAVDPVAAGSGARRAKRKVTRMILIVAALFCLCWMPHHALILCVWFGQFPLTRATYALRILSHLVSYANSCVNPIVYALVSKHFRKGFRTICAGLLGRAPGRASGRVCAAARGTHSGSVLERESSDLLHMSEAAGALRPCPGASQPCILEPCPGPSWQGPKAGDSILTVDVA
Measles CPE = protection of cells from measles virus. 1.5% of 140,000 active. protection (pct of control), % at 4 µM. AID 841. Measles virus-infected cells, CPE protection, absorbance; in the data active means protection mostly above about 24%, no sharp cut-off; inactive means mostly below about 26%; further: some compounds called inactive have numbers as strong as hits
E-sel TNF inh = TNF alpha driven E-selectin expression inhibition; HUVEC TNFa-induced E-selectin immunofluorescence, high content; inhibition, % at 2 µM; 0.71% of 120,000 active; AID 1246;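 active means inhibition above the batch mean plus 3 SD, and confirmed as a hit on visual image review, cut at about 43% in these data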;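 further: 0% = TNF-stimulated DMSO wells and 100% = unstimulated control wells; not every result past the cut was called active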
* hit, by the source's call; nt = not tested or not shown.

canonical_smiles	NPY-Y2 antag	bCat KO growth	PTEN del growth	MRP1 act	Phagocytosis inh	Yeast life ext	BB579 growth dn	GALR2 blocker	Measles CPE	E-sel TNF inh
NNC(=O)CCc1c[nH]c2ccccc12	5	98	101	-1.3	nt	nt	0	8	29	10
CC(C)NC(=O)c1ccc(OC2CSC2)cc1	1	92	106	-0.1	-2	-8	-7	0	4	-10
Cc1cc(Br)cc(C)c1NC(=S)NC(=O)CC(C)C	4	90	84	-2.4	3	-14	17	-9	10	6
Cc1ccc(S(=O)(=O)N(C)CC(=O)N2CCN(c3ccccn3)CC2)cc1	3	76	89	-2.6	-2	-5	-35	3	28	-26
COc1cccc(/C=C(/C(=O)OCC(=O)NC2CCCCCCC2)c2ccccc2)c1	6	61	62	0.1	nt	2	-37	-18	7	4
CC(Oc1ccc(Cl)cc1Cl)C(=O)NN=C1CCN(C)CC1 (centres undefined)	-2	101	96	-1.3	-2	1	13	-1	1	nt
CCCCCCC(=O)Nc1ccc(C(=O)N2CCCC2)cc1	5	92	92	-1.9	nt	-1	1	-21	12	-3
CC(=O)Nc1ccccc1N(C)S(=O)(=O)c1ccc(C)cc1	0	54	48	-4.1	0	-5	28	7	6	-4
CCCOc1ccc(C(=O)N2CCCc3ccccc32)cc1	5	95	92	-2.6	3	-6	-7	-18	1	21
CCOC(=O)C/C(C)=N/NC(=O)Nc1ccccc1	4	99	98	3.3	-2	31*	-28	7	1	nt
CCN(CC)c1nc(-c2nn[nH]n2)nc(N(CC)CC)n1	1	97	100	1.0	-1	-15	-15	2	6	3
CCNS(=O)(=O)c1ccc(CCC(=O)Nc2ccccc2C(=O)OC)cc1	4	96	93	-1.1	-4	-4	-36	2	6	13
CC(C)C12CN3CCN(CC(C3)/C1=N\NC(=O)Nc1ccccc1)C2	1	92	88	-1.3	-4	-4	-23	-4	4	nt
CCSc1ncnc2sc(C)c(C)c12	4	95	85	-2.0	-1	-7	-23	-7	20	nt
CCOC(=O)Nc1ccc2c(c1)nc(CN1CCN(C(C)=O)CC1)n2C	1	89	97	-0.1	0	-2	-5	-5	9	-9
CCOc1ccccc1-n1c(SCC(=O)N2CCCc3ccccc32)nnc1-c1cccnc1	4	77	75	-1.7	-8	-6	-20	-8	26	nt
O=S(=O)(c1ccccc1S(=O)(=O)N1CCCCC1)N1CCCCC1	-1	105	90	-1.5	2	1	-2	0	3	3
COCCNC(=O)c1onc(CSc2cccc(OC)c2)c1C(=O)O	7	89	92	-2.7	0	-5	-13	2	2	-41
O=C(N/N=C/c1ccncc1)/C(=C/c1ccccc1)NC(=O)c1ccccc1	5	91	97	-1.0	0	17	-33	1	6	-39
CCCn1c2c(c(O)c(C(=O)Nc3ccccc3)c1=O)CCCC2	5	86	77	-0.7	-2	-9	-11	11	3	-1
O=C(COC(=O)CC(c1ccccc1)c1ccccc1)NCc1ccccc1	5	83	96	-0.9	-3	5	10	4	15	nt
O=C(NC1(C(F)(F)F)NC(=O)N(c2ccc(F)cc2)C1=O)c1cccs1 (centres undefined)	-1	97	93	-0.1	-10	0	-31	8	20	nt
COc1ccc(-c2coc3cc4oc(=O)cc(C)c4cc23)cc1F	-2	32	29	-4.0	0	-8	-43	-19	4	-6
Cc1cc(Cl)ccc1NC(=O)NC1CCN(S(=O)(=O)c2ccc(F)cc2)CC1	0	79	73	-4.7	nt	-4	12	-19	10	5
O=C(CNc1ccc(Br)cc1)NNC1=NCCC1	2	84	97	-0.7	-3	7	-11	2	4	-12
Cc1ccc(SCCCn2cnc3ccccc3c2=O)cc1	5	83	90	-2.5	nt	-6	-19	7	5	nt
O=C(O)c1cc(-c2ccccc2)c(N2CCOCC2)s1	2	98	101	-2.2	-1	-4	-39	8	4	nt
CCOC(=O)C1=C(CSc2nc3c(cc2C#N)CN(C)CC3)OC(N)=C(C#N)C1c1ccc(F)cc1 (centres undefined)	0	72	73	-1.3	-1	-9	-42	1	7	18
COc1ccc(C(=O)NNC(=S)NC2CCCCC2)cc1OC	3	92	99	1.2	nt	0	-33	0	29	-3
CCCOC(=O)CN1C(=O)c2ccccc2C1=O	9	97	90	-2.0	1	-20	-1	-9	20*	nt
CCSc1nnc(CNc2ccc(F)cc2)n1CC1CCCO1 (centres undefined)	0	97	88	-0.6	nt	-11	-20	3	46*	2
O=C(CSc1ncnc2c1oc1ccccc12)Nc1cccc(F)c1	0	94	91	-2.1	-1	-3	-20	-15	21	nt
N#CC(C(=O)OC1CCCCC1)c1nc2ccccc2nc1N1CCCCC1 (centres undefined)	-1	74	69	3.6	-1	-2	-26	1	1	5
FC(F)(F)c1cccc(-c2ccc(-c3csnn3)o2)c1	3	85	84	3.5	0	-3	-25	-6	12	nt
CCC(=O)N1CCc2cc(Br)cc(S(=O)(=O)N3CCCCCC3)c21	4	86	79	-3.1	nt	-4	-45	-16	12	-49
CCCc1nnc(NC(=O)CCC(=O)N2CCN(C3c4ccccc4-c4ccccc43)CC2)s1	16	84	89	-0.5	-4	-1	-6	4	11	nt
O=C(CSc1ncnc2c1oc1ccccc12)Nc1nc2ccccc2s1	8	68	75	1.1	-1	-11	-21	14	0	19
O=c1[nH]c(CSc2ccccn2)nc2c1cnn2-c1ccccc1	5	91	87	-1.0	-5	-4	-18	-2	19	nt
CCC(C)NC(=O)C1CCN(S(=O)(=O)CC)CC1 (centres undefined)	1	92	91	0.1	-1	-4	-14	-2	5	nt
COc1ccc2c(c1)C(C)CC(C)(C)N2C(=O)CSc1ncn[nH]1 (centres undefined)	1	84	86	3.0	2	-2	2	5	10	-14
Oc1ccccc1-c1cc(-c2ccccc2Cl)[nH]n1	-3	21	39	-5.3	-1	-28	-13	12	21	-10
c1coc(C2Nc3cccc4cccc(c34)N2)c1	1	92	89	6.0*	-3	57	-52	-5	22	nt
CCC(=O)Nc1nc(C)c(Oc2ccccc2)c(=O)[nH]1	1	96	97	0.6	0	-7	-28	16	16	-4
Cc1ccc(/C=N/NC(=O)c2ccco2)s1	0	91	96	-0.2	0	-9	8	2	16	-37
NS(=O)(=O)c1ccc(NC(=O)N2c3ccccc3Sc3ccccc32)cc1	-1	86	89	-1.2	2	-5	-36	-6	15	-4
COc1ccc(CN2CCCCC2C(=O)Nc2ccc(OC)c(OCC(C)C)c2)cc1OC (centres undefined)	2	95	91	-2.3	nt	nt	3	-4	31	6
O=C(/C=C/c1cccs1)Nc1nc(-c2ccccc2)cs1	3	80	70	-2.0	-2	-6	-34	-12	2	-5
O=C(NCCn1cc(SCc2ccc(F)cc2)c2ccccc21)c1c(F)cccc1F	4	68	67	-1.7	nt	1	18	-5	4	-3
CCCn1c(SCC(N)=O)nc2c(c1=O)C1(CCCC1)Cc1ccccc1-2	3	91	89	-3.0	-3	-3	-13	-5	11	nt
Cc1csc(NC(=O)c2cc([N+](=O)[O-])cc([N+](=O)[O-])c2)n1	2	80	85	-2.2	-3	1	-13	1	2	10
Cc1ccc(NC2=C(Cl)C(=O)OC2NC(=O)c2ccccc2)cc1 (centres undefined)	2	96	87	-2.9	nt	nt	-14	9	19	-1
Cn1cnc([N+](=O)[O-])c1Oc1ccc2ccccc2c1	3	62	50	-4.0	nt	-1	4	1	7	nt
CCCC(C)C(=O)Nc1ccc2c(c1)OCCO2 (centres undefined)	1	93	97	0.4	0	1	-36	12	3	1
O=c1c2ccccc2oc2nc(-c3ccco3)n(-c3ccccc3)c(=O)c12	1	77	69	-1.3	-7	1	12	9	5	-14
CCC(CC)NC(=O)COC(=O)c1ccc(NS(=O)(=O)c2ccc3c(c2)OCCO3)cc1	2	93	99	-0.8	0	-11	-2	5	7	-8
CCNc1ccc(S(=O)(=O)N(C)C)cc1NCC(=O)Nc1ccc(Br)cc1F	-1	54	64	-2.2	-5	4	-35	13	9	20
O=C(O)c1ccc(-n2nc(C(F)(F)F)c3c2CCCC3)cc1	3	93	101	-0.6	0	-16	-57	-5	7	6
COc1ccc(OCC(=O)Nn2c(-c3ccc(C)cc3)nc3ccccc3c2=O)cc1	12	89	93	-2.0	-2	0	-64	-11	13	11
Cc1ccc(S(=O)(=O)N(C)CC(=O)NC2CC(C)(C)NC(C)(C)C2)cc1	6	99	97	-0.8	nt	-7	-21	-3	24	0
CC(=O)c1cccc(-n2nnnc2SCC(=O)N2CCCC2)c1	1	104	111	0.3	0	-4	-22	-11	10	-14

Next entries.
canonical_smiles	NPY-Y2 antag	bCat KO growth	PTEN del growth	MRP1 act	Phagocytosis inh	Yeast life ext	BB579 growth dn	GALR2 blocker	Measles CPE	E-sel TNF inh
COc1cc(C(N)=O)cc(Br)c1OCc1ccccc1	2	104	97	-2.8	-3	-4	-3	7	8	nt
CC1(C)CC(=O)c2c(O)cc(OCc3ccc([N+](=O)[O-])cc3)cc2O1	2	85	89	-4.3	1	1	-45	0	17	-23
Cc1c(OCc2ccc(C(=O)O)o2)ccc2c3c(c(=O)oc12)CCC3	2	109	99	-1.8	0	-15	-13	-31	26	nt
O=C(c1ccccc1NS(=O)(=O)c1cccs1)N1CCOCC1	1	98	92	-1.9	nt	1	-22	4	38	-24
CCN(CC)S(=O)(=O)c1ccc(NC(=O)CC(NC(C)=O)c2ccccc2)cc1 (centres undefined)	-1	99	101	-0.6	-1	-6	-65	-10	5	15
O=C(NCc1cccnc1)c1cc(Sc2cccc(Cl)c2)nc2ccccc12	0	75	59	-3.1	-5	-4	-1	9	6	-22
CS(=O)(=O)c1ccc2nc(NC3(C(F)(F)F)N=C4SCCN4C3=O)sc2c1 (centres undefined)	0	89	92	1.1	0	-12	9	-15	5	-3
COc1ccc(C(=O)N2CCN(S(=O)(=O)c3ccc(C)cc3C)CC2)cc1OC	3	87	84	-0.2	1	-4	-48	10	5	-1
CN(C)S(=O)(=O)c1ccc(Cl)c(NC(=O)CSc2nc3ccccc3c(=O)n2CCCN2CCOCC2)c1	0	83	93	-1.4	-5	-2	14	2	11	nt
Cn1c(NCCCN2CCOCC2)nc2c1c(=O)n(Cc1ccc(Cl)cc1)c(=O)n2C	3	92	73	-0.1	0	-12	27	0	14	nt
Cc1noc(NS(=O)(=O)c2ccc(N/C=C\C(=O)c3ccncc3)cc2)c1C	1	97	103	0.4	-1	24	-29	-8	1	17
Cc1ccc(-n2ncc3c(=O)n(CC(=O)N4CCN(c5ccccc5F)CC4)cnc32)cc1C	-1	86	91	-1.0	nt	nt	-38	22	8	17
Cn1c(C(=O)N2CCOCC2)cnc1Sc1ncc(C(F)(F)F)cc1Cl	3	93	86	-1.8	-1	-4	-32	-1	11	14

Single entries from the list:
Cn1c(C(=O)N2CCOCC2)cnc1Sc1ncc(C(F)(F)F)cc1Cl in BB579 growth dn shows -32
Cc1noc(NS(=O)(=O)c2ccc(N/C=C\C(=O)c3ccncc3)cc2)c1C in Measles CPE shows 1
